# Screening results deposited in PubChem BioAssay by several laboratories.
# PPARg SRC-3 ag: PPARgamma agonists recruiting SRC-3 coactivator, primary screen, biochemical; Peroxisome proliferator-activated receptor gamma (Homo sapiens), P37231; biochemical PPARgamma/SRC-3 coactivator recruitment assay; activation, % at 8 µM; 0.26% of 200,000 active; in the data active means activation above about 23%;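 further: 0% = DMSO and 100% = reference agonist; some compounds past the cut are filed as inactive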
# STAT1 blocker: STAT1 signaling inhibitors, primary screen, cell-based, HTS, luciferase reporter; NIH 3T3 STAT1-luciferase reporter, IFN-gamma, luminescence; inhibition, % at 5.5 µM; 0.35% of 200,000 active; AID 920, 2007;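 active means inhibition above a set limit, the mean inhibition across all tested compounds plus 3 SD, cut at about 34% in these data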;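 further: 0% = IFN-gamma with DMSO and 100% = IFN-gamma with 300 µM nifuroxazide; values of inactives mirror those of a sister screen read the other way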
# TR-FRET SRC-2 ct: TR-FRET signal artefacts, primary screen, artefact control for PPARgamma SRC-2 agonist project, biochemical; TR-FRET artefact counter-screen; stronger effect = higher value; TR-FRET ratio at 8 µM; 0.4% of 200,000 active; in the data active means TR-FRET ratio above about 2000; further: inactives centre near 1500
# STAT3 activator: IL-6 driven STAT3 reporter potentiators, primary screen, U3A cells, luciferase, luminescence, MLSCN library; 0.91% of 190,000 active; activation (% of control), % at 5.6 µM; IL-6 STAT3-luciferase reporter; 100% = signal with IL-6 EC80 alone;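 active means activation above the screen-wide mean of compound activation plus 3 SD, cut at about 130% in these data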;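 further: 0% = background luminescence of wells with medium and substrate only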
#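 Detection: reporter luminescence signal / Assay system: STAT1-lacking human U3A cells, STAT3 luciferase reporter / Incubation: compound pre-incubation 1 h before IL-6, then 6 h stimulation at 37 °C / Control set: IL-6-only high control / Read-out: % activation relative to IL-6 control / Probe or stimulus: Interleukin-6, 33 ng/mL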
# RAM inhibit: inhibitors of the yeast RAM network, primary screen, dse1pr::URA3 reporter, 5-FOA selection | S. cerevisiae dse1pr::URA3 reporter, 5-FOA growth OD615, 2 d; analog-sensitive cbk1-as2 kinase mutant strain | inhibition, % at 50 µM | 1.8% of 190,000 active;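 active means inhibition above a set limit, 3 SD over mean compound inhibition, cut at about 8.4% in these data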;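 further: 0% = DMSO-only wells with no growth and 100% = 10 µM 1-NA-PP1 full growth; inhibition rescues growth on 5-FOA so higher OD means more RAM inhibition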
# STAT3 inh: IL-6 driven STAT3 reporter inhibitors, primary screen, U3A cells, luciferase, luminescence, MLSCN library | IL-6 STAT3-luciferase reporter; host cell line lacks STAT1 | inhibition, % at 5.5 µM | 0.89% of 190,000 active | AID 862, 2007;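 active means inhibition above the mean inhibition across all screened compounds plus 3 SD, cut at about 44% in these data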;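 further: 0% = DMSO only wells and 100% = 100 µM nifuroxazide control wells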
# ROMK primary: ROMK potassium channel modulators, primary screen, cell-based, thallium flux, MLSMR library; ATP-sensitive inward rectifier potassium channel 1 (Homo sapiens), P48048; Tet-inducible ROMK, thallium flux fluorescence; actives lie on both sides; B-score at 10 µM; 2% of 130,000 active; AID 1918, 2009;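 active means signal ratio slope over the read window, or its plate-corrected B-score, at least 3 SD from the plate mean, either direction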;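 further: B-score of the F/F0 ratio slope over 7 to 12 s after thallium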
# TLR4-MyD88 BLA: inhibitors of TLR4-MyD88 association in cells, primary screen, cell-based, HeLa CL3-4, BLA complementation, FRET ratio; 0.18% of 200,000 active; HeLa CL3-4 TLR4/MyD88 BLA complementation; AID 861, 2007; Toll-like receptor 4 (Homo sapiens) + Myeloid differentiation primary response protein …; inhibition, % at 8.4 µM; in the data active means inhibition above about 25%;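 further: 0% = vehicle and 100% = reference inhibitor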
# Target sequence (O00206 whole entry, looked up): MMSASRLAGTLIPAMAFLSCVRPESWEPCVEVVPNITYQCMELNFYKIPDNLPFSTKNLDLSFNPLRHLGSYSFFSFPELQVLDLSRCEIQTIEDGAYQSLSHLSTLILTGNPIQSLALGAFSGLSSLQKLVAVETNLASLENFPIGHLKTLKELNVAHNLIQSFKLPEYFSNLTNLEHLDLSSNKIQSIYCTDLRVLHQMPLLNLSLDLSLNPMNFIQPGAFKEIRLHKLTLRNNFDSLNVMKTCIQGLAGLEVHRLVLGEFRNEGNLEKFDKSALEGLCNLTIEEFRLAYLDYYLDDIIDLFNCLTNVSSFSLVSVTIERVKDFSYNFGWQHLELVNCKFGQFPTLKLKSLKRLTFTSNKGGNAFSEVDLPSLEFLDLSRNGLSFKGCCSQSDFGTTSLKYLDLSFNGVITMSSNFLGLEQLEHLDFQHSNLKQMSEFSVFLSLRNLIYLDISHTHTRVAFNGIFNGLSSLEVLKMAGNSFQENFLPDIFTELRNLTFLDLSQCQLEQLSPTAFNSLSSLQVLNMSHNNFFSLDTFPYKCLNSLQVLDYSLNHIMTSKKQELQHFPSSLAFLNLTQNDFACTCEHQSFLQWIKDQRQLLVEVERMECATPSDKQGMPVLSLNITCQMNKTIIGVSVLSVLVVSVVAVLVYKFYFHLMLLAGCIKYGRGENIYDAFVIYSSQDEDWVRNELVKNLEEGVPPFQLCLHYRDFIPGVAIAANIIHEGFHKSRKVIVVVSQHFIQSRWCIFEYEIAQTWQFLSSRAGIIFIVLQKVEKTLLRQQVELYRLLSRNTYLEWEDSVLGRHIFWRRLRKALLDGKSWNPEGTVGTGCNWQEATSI
# Target sequence (Q99836 whole entry, looked up): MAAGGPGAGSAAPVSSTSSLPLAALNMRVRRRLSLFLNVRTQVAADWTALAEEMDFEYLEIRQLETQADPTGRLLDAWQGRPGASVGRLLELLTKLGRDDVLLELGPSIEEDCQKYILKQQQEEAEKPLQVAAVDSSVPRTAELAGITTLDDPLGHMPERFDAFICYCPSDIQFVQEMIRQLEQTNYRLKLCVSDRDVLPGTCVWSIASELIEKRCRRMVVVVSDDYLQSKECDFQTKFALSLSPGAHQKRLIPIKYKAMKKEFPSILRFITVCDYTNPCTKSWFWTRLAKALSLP
# PPARg SRC1 recr: PPARgamma agonists recruiting SRC-1 coactivator, primary screen, biochemical; Peroxisome proliferator-activated receptor gamma (Homo sapiens), P37231; PPARgamma-SRC-1 coactivator recruitment biochemical assay; activation, % at 8 µM; 0.41% of 200,000 active; AID 631, 2007; in the data active means activation above about 19%;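 further: 0% = DMSO and 100% = reference agonist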
# S1P3 antag: S1P3 receptor antagonists, primary screen, cell-based. Sphingosine 1-phosphate receptor 3 (Homo sapiens), Q99500. CHO S1P3 NFAT-BLA reporter, FRET fluorescence, antagonist mode. inhibition, % at 4.98 µM. 0.27% of 170,000 active. AID 485, 2006;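 active means inhibition above the plate cutoff, the mean inhibition of test wells on that plate plus 3 SD, cut at about 28% in these data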;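 further: cells challenged with S1P at its EC80 of 0.8 µM; blue over green emission ratio from cleaved BLA substrate after 4 h stimulation; 0% = S1P-stimulated wells and 100% = unstimulated DMSO-only wells; some compounds past the cut are filed as inactive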
# PPARg SRC-2 ag: agonists of PPARg-SRC-2 recruitment, primary screen, biochemical, HTS. Peroxisome proliferator-activated receptor gamma (Homo sapiens), P37231. 0.34% of 200,000 active. activation, % at 8 µM. PPARgamma LBD-SRC-2 recruitment; in the data active means activation above about 22%;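 further: 0% = vehicle and 100% = reference agonist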
# * marks the source's active call; other numbers are inactive results; . = not tested or not shown.
# Preview:
Molecule,PPARg SRC-3 ag,STAT1 blocker,TR-FRET SRC-2 ct,STAT3 activator,RAM inhibit,STAT3 inh,ROMK primary,TLR4-MyD88 BLA,PPARg SRC1 recr,S1P3 antag,PPARg SRC-2 ag
COc1ccc(NC(=O)c2sc(SCc3ccccc3)nc2N)cc1,-8,-9,1470,95,2.4,10,.,1,3,.,8
COc1ccc2c(c1)C1NC(=S)N[C@@](C)(O2)C1C(=O)Nc1ccccc1 (stereo partly drawn),17,1,1628,106,0.2,-2,.,-7,2,.,13

# The listing, repeating the preview:
Molecule,PPARg SRC-3 ag,STAT1 blocker,TR-FRET SRC-2 ct,STAT3 activator,RAM inhibit,STAT3 inh,ROMK primary,TLR4-MyD88 BLA,PPARg SRC1 recr,S1P3 antag,PPARg SRC-2 ag
COc1ccc(NC(=O)c2sc(SCc3ccccc3)nc2N)cc1,-8,-9,1470,95,2.4,10,.,1,3,.,8
COc1ccc2c(c1)C1NC(=S)N[C@@](C)(O2)C1C(=O)Nc1ccccc1 (stereo partly drawn),17,1,1628,106,0.2,-2,.,-7,2,.,13
Cc1ccc2[nH]c(=O)c(CN(C)C(=O)c3cccs3)cc2c1,3,-11,1605,112,0.8,-10,.,15,10,-23,-3
Cc1cccc(NC(=O)c2ccc(-n3cccn3)c([N+](=O)[O-])c2)c1,9,2,1594,83,-0.2,22,.,7,3,.,7
O=C(NC(=S)Nc1ccccc1)c1ccc(Br)o1,5,-44,1845,102,1.9,2,.,5,22*,-19,8
CCn1cc(C(=O)OCC(=O)N(C)Cc2ccccc2)c(=O)c2ccc(C)nc21,2,-3,1417,112,0.8,-10,2.9*,3,6,-14,1
CCOC(=O)N1CCN(C(=O)COC(=O)c2cc(Cl)c(O)c(Cl)c2)CC1,1,19,1368,99,1.0,4,-0.62,-10,-6,-14,1
Cc1csc(NC(=O)c2cc(C)nc3ccccc23)n1,-1,7,1806,95,2.5,13,-0.48,1,6,-2,14
COc1ccc(NC(=O)c2ccco2)cc1NC(=O)c1cccs1,6,-4,1464,92,-1.2,12,.,2,2,4,5
CN(C)/C=C1\N=C(c2ccc3c(c2)OCO3)OC1=O,13,-16,1621,89,1.6,16,.,0,10,.,4
Cc1ccc(NC(=O)CC2SC(=NC3CCCCC3)NC2=O)cc1 (stereo not drawn),2,6,1561,96,0.1,6,-0.31,3,0,-18,0
O=c1[nH][nH]c(C(F)(F)F)c1C=Nc1ccc(Cl)cc1,-5,2,1407,104,0.9,7,.,2,-2,.,-11
O=C1c2ccccc2C(=O)N1CCc1nc(-c2ccccn2)no1,-3,7,1559,101,-0.5,5,.,2,-4,-32,10
Cc1ccc(C2/C(=C(\O)c3ccc4c(c3)OCCO4)C(=O)C(=O)N2CCCN(C)C)o1 (stereo not drawn),-4,-6,1518,102,-1.0,3,1.1,-2,8,.,-6
O=C(O)CCCCCN=C1CCc2ccccc2N1,12,5,1597,103,2.2,-1,.,-13,-3,-16,2
C[C@H]1C=C(C(=O)N2CCN(Cc3ccc4c(c3)OCO4)CC2)O[C@@H](OCc2ccc(CO)cc2)C1,-3,12,1651,.,0.6,.,.,-2,4,-10,11
C=CCn1c2ccccc2c2nnc(SCC(=O)NC(C(=O)OC)C(C)C)nc21 (stereo not drawn),3,7,1575,99,2.1,6,0.024,-4,1,1,12
O=C1NC(Nc2nc3ccccc3s2)(C(F)(F)F)C(=O)N1C1CCCCC1 (stereo not drawn),8,-6,1616,59,2.7,49*,0.78,-7,-1,0,5
Cc1ccc(CNC(=O)c2ccc(Cn3nc(C)c(Cl)c3C)o2)cc1,1,5,1568,106,-0.9,-3,-1.2,-12,12,-2,8
COc1ccc2c(c1)CC/C(=C/c1cc(OC)c(OC)c(OC)c1)C2=O,0,13,1563,89,1.9,15,0.17,3,4,-1,3
COC1CCCN(Cc2cn(C)nc2-c2ccc(Oc3ccccc3)cc2)C1 (stereo not drawn),-2,2,1712,97,1.8,8,-1.2,-9,3,8,5
CCCCNc1cc(=O)n(C)c(=O)[nH]1,5,-9,1626,103,1.8,1,.,4,-8,-7,3
CCOC(=O)C(NC(=O)c1ccc(OC)cc1)(Nc1cc(C)on1)C(F)(F)F (stereo not drawn),-2,5,1629,95,1.1,17,.,-5,4,-9,11
CCCCSc1nnc(NC(=O)CCc2ccccc2)s1,-2,0,1638,105,2.8,-6,1.5,3,-4,.,1
CCC(=O)NNc1cccc(Cl)n1,3,1,1541,97,1.1,11,-0.0052,4,1,.,5
O=S(=O)(Nc1ccc(-c2nc3cccnc3s2)cc1)c1cccs1,-2,-14,1588,108,4.0,-5,.,-8,4,42,8
CCCc1nc2ccccc2c(=O)n1-c1ccc(C(=O)OCC)cc1,4,16,1899,85,2.8,23,-0.16,5,-2,-16,10
CCOC(=O)C1C(=O)C=C(c2ccc(C)cc2)CC1c1cccc([N+](=O)[O-])c1 (stereo not drawn),-3,-4,1639,93,5.8,4,.,1,10,7,11
Cc1cccn2c(N)c(-c3ccccc3)nc12,-1,-2,1511,134*,0.9,-35,.,7,-1,8,6
O=C(COc1cc(Cl)c(Cl)cc1Cl)NC(=O)Nc1ccc2c(c1)OCCO2,2,-5,1603,110,2.7,-9,-0.54,6,6,3,3
O=c1c2ccccc2nc(-c2ccc(F)cc2)n1NCc1ccccc1O,5,9,1590,84,4.4,26,0.73,1,4,11,4
CC1CCCCC1NC(=O)COC(=O)c1ccc2ccccc2n1 (stereo not drawn),-7,-9,1655,108,-0.1,-8,.,3,1,-3,3
O=C(C(=O)N1CC=C(c2ccccc2)CC1)c1c[nH]c2ccccc12,2,3,1728,93,0.8,3,.,2,6,4,5
O=C(NCCOc1ccccc1Cl)c1cc(F)c(F)cc1Cl,-4,-33,1405,105,1.4,-6,.,9,-5,.,1
Cc1ccc2nc(-c3ccc(NC(=O)CCN4C(=O)c5ccccc5C4=O)cc3)sc2c1,1,-66,1682,71,3.2,31,.,9,6,9,7
CCOC(=O)C1=C(c2ccccc2)NC(=S)NC1c1ccc(Cl)c([N+](=O)[O-])c1 (stereo not drawn),0,-1,1297,110,4.0,-9,0.031,11,-3,8,-10
CC(=O)c1c(C)nc2ccccn12,-2,6,1523,105,-0.3,-2,0.29,0,-2,19,-1
O=C(CNC(=O)c1ccc(Br)o1)NCc1ccc2c(c1)OCO2,-7,-3,1574,111,1.4,-11,.,-3,-3,.,6
COc1ccccc1NC(=O)Nc1ccnn1C1CCCCC1,2,18,1722,98,6.0,8,.,0,7,.,7
COc1ccc(Br)cc1S(=O)(=O)N1CC(C)OC(C)C1 (stereo not drawn),4,-1,1433,98,0.6,5,-0.097,2,3,0,5
CCCn1c(=O)[nH]c(=O)c2c1nc(-c1ccc(OC(F)(F)C(F)C(F)(F)F)cc1)n2CCOC (stereo not drawn),-3,2,1634,98,1.2,8,0.36,4,4,.,8
COc1ccc(/C=C/c2nc3cc(-c4ccccc4)ccc3o2)cc1O,0,-2,1609,89,4.5,16,.,-6,-2,6,-2
Cc1ccc2cc(CN(CC3CCCO3)S(=O)(=O)c3c(C)ccc4nsnc34)c(=O)[nH]c2c1 (stereo not drawn),21,-6,1479,122,0.7,-26,0.61,-16,1,8,14
O=C(NCc1cccnc1)C1CCC(CNS(=O)(=O)c2ccc(Cl)cc2)CC1 (stereo not drawn),2,8,1534,109,-0.5,-9,.,2,2,0,0
Cc1csc(NC(=O)c2cc(-c3ccncc3)nc3ccccc23)n1,-5,-11,1377,108,3.4,-4,0.48,-4,-8,-20,-2
Cc1ccc(-c2nnn(CC(=O)NCCc3ccc4c(c3)OCO4)n2)o1,-1,-3,1434,100,2.0,8,1.1,-2,1,-18,-4
O=C(COc1ccc(S(=O)(=O)N2CCCCC2)cc1)N1CCCCCC1,-2,-1,1634,100,-0.7,4,.,14,4,-17,2
COC(=O)C1SCC2C(=O)N(Cc3ccc(Cl)cc3)CC(=O)N21 (stereo not drawn),4,4,1635,97,1.8,8,0.26,2,5,-10,6
CC1=[N+]([O-])C(C)(C)C(c2ccc(Br)cc2)=[N+]1[O-],5,5,1669,87,-0.3,15,-0.77,-2,4,7,-1
NC1=NC(=O)/C(=C/c2cn(CCC(=O)O)nc2-c2ccc(F)cc2)S1,0,6,1512,101,7.5,2,.,-8,4,0,-2
CC(=O)Nc1cccc(-c2csc(Nc3ccc(C)cn3)n2)c1,8,-128,1628,79,-0.2,24,.,-15,11,-2,5
CCS(=O)(=O)N1Cc2ccccc2CC1C(=O)Nc1nc2ccc(F)cc2s1 (stereo not drawn),-5,-32,1645,109,4.2,-6,-0.35,0,-2,0,2

# Ordered by heavy-atom count (largest number first): three of the compounds above
Molecule,PPARg SRC-3 ag,STAT1 blocker,TR-FRET SRC-2 ct,STAT3 activator,RAM inhibit,STAT3 inh,ROMK primary,TLR4-MyD88 BLA,PPARg SRC1 recr,S1P3 antag,PPARg SRC-2 ag
CCS(=O)(=O)N1Cc2ccccc2CC1C(=O)Nc1nc2ccc(F)cc2s1 (stereo not drawn),-5,-32,1645,109,4.2,-6,-0.35,0,-2,0,2
COC(=O)C1SCC2C(=O)N(Cc3ccc(Cl)cc3)CC(=O)N21 (stereo not drawn),4,4,1635,97,1.8,8,0.26,2,5,-10,6
CC1=[N+]([O-])C(C)(C)C(c2ccc(Br)cc2)=[N+]1[O-],5,5,1669,87,-0.3,15,-0.77,-2,4,7,-1

# Rows are unselected; about 5.6% have a hit in one of these screens.
